# Source: PubChem (National Center for Advancing Translational Sciences (NCATS))
# FEN1 inhibitor = human FEN1 inhibition | P39748 | Recombinant FEN1 flap cleavage, fluorescence, 15 min | 390,000 tested, 0.35% active | Potency, µM (titrated, usually from 114 µM), without a hit: top-dose activity change, negative = inhibition, actives largely listed as inhibitors | AID 588795; also: nearly all actives have a fitted effect of over 65% in size
# Target sequence (P39748 whole entry, looked up): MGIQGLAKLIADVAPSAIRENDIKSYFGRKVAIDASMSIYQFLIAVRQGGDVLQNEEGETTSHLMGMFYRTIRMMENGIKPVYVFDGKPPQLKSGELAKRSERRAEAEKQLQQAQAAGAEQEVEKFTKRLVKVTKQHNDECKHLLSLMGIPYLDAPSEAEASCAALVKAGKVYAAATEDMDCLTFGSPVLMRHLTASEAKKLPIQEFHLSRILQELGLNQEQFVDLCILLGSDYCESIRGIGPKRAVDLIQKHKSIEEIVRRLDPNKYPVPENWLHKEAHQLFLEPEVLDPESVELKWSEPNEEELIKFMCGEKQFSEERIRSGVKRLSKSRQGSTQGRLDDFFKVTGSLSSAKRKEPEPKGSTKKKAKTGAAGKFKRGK
#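 Potency values derive from four-parameter Hill fits of normalized qHTS data. The reaction used 10 nM FEN1 preincubated 15 min at room temperature with compound, then 50 nM DNA substrate, read at 0 and 15 min.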
# N370S GC mod = inhibits or activates N370S mutant glucocerebrosidase; P04062; N370S GC spleen homogenate, 4MU-glucoside fluorescence; Potency, µM (titrated, usually from 59.4 µM), without a hit: top-dose activity change, negative = inhibition, actives largely listed as inhibitors; 330,000 tested, 0.092% active; AID 2101;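 also: 0% = full enzyme activity and -100% = no enzyme basal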
# TDP1 cell CPT = growth inhibition of DT40 Tdp1-/-;hTDP1 cells with camptothecin (screen for TDP1 inhibitors) | chicken DT40 Tdp1-/-;hTDP1 cells + 20 nM CPT, ATP luminescence, 48 h | Potency, µM (titrated, usually from 46.2 µM), for the others: at the highest dose activity change, negative = growth inhibition, hits mostly inhibitors | 420,000 tested, 12% active; also: nearly all actives have a fitted effect of over 55% in size
#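 Cell growth measured by CellTiter-Glo luminescence after a minimum 48 h, 37 C compound exposure with 20 nM CPT in Tdp1-knockout DT40 cells stably expressing hTDP1, seeded 400/well; qHTS titration format.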
# Active calls of the source: *; ? = inconclusive; · = no result given; [ ] = another dose, or the depositor's remark. Calls follow the shape of the dose curve; as a rule, active = well fitted curve in the direction sought with a large enough effect; inconclusive = small, poorly fitted or top-dose-only effect, or another doubt; inactive = no such curve, though single readings can be large; an effect the other way counts as inactive or inconclusive. Unless noted, % is scaled to controls: 0 for no effect and ±100 for the full control effect; potency is read from the fitted curve at half-maximal effect. These rows are one share of the data; rates above refer to the full screens.
SMILES,FEN1 inhibitor,N370S GC mod,TDP1 cell CPT
O=C(CSc1nnc2scc(-c3ccc(Cl)cc3)n12)NCc1ccco1,-11%,-1%,-1%
O=C(Nc1cc(C(F)(F)F)ccc1N1CCOCC1)c1c(F)c(F)c(F)c(F)c1F,3%,-15%,?
COc1c2ccc(C(=O)NCCCCc3ccccc3)cc2nn1C,-16%,12%,17%
CN(C)Cc1nc2c(c(=O)[nH]1)C(C)(C)Cc1ccccc1-2,8%,6%,-3%
O=C(Nc1cc(Cl)ccc1N1CCOCC1)c1cc2ccccc2o1,5%,3%,-9%
COc1ccc(C2=NS(=O)(=O)N(C)C(C(=O)N3CCOCC3)=C2)cc1OC,18%,-20%,-17%
COCCn1c(C)c(C)c2c(NCCc3ccccc3)ncnc21,-19%,-8%,23µM*
CCn1cc(/C=C(\NC(=O)c2ccc(OC)cc2)C(=O)N2CCN(C)CC2)c2ccccc21,-2%,-3%,-27%
O=C(Nc1ccccc1C(=O)N1CCOCC1)c1cc2ccccc2o1,4%,-3%,-22%
CC1(C)CC(=O)CC(=Nc2ccc3[nH]c(=O)[nH]c3c2)C1,0%,-5%,-15%
O=C(CCc1ccccc1)N=C1SC2CS(=O)(=O)CC2N1Cc1ccccc1 (stereo unspecified),17%,-16%,-16%
O=C(O)c1ccccc1N=Nc1ccc(O)cc1,4%,·,26µM*
CC(C)CC(=O)NC(=S)Nc1ccc(N2CCN(C(=O)c3cccs3)CC2)cc1,-1%,-3%,?
COc1ccc(C(=O)Nc2ccc(NC(=O)c3ccccc3)cc2)cc1S(=O)(=O)N1CCOCC1,-3%,-3%,-1%
CCc1cccc(NC(=O)Cn2c(=O)n(CC3CCC(C(=O)NCCc4ccccc4)CC3)c(=O)c3ccccc32)c1 (stereo unspecified),13%,·,21µM*
O=C(NC1CCN(C(=O)Nc2ccccc2Cl)CC1)c1ccccc1,-2%,-1%,?
CN(C)c1cc[n+](CC(=O)N2CCCc3ccccc32)cc1,16%,-2%,?
OC1COC(c2ccccc2)OC1C(O)C1OC(c2ccccc2)OCC1O (stereo unspecified),5%,·,1%
COC(=O)c1cc(NC(C)=O)ccc1N1CCOCC1,4%,15%,2%
COc1ccccc1N1CCN(S(=O)(=O)c2cn(C)nc2C)CC1,8%,-3%,-3%
CC(C)(C)SCCNC(=O)CN(c1ccc(F)c(Cl)c1)S(C)(=O)=O,-4%,5%,-6%
CCCNC(=O)Cn1sc2nc(C)cc(C)c2c1=O,50µM*,-7%,3.7µM*
O=C(NCC1CCCO1)c1onc(CSc2ccccc2)c1C(=O)O (stereo unspecified),7%,10%,8%
Cn1cc(C(=O)NCCc2ccccc2)c(=O)c2cc(S(=O)(=O)N3CCCCCC3)ccc21,18%,·,-15%
O=C(NC1(Cc2ccccc2)CCN(Cc2ccc(-c3ccccc3)cc2)C1=O)c1ccccc1 (stereo unspecified),-18%,·,21µM*
Cc1nnc(SCC(=O)NCc2ccccc2)[nH]c1=O,-1%,6%,7%
CC(=O)c1cc(-c2ccccc2)n(CC(=O)NC(C)(C)C)c1C,-1%,4%,-2%
O=C(CCn1cccc1)Nc1cccc(F)c1,-4%,3%,-2%
Cc1noc(C)c1COc1ccc(CC(=O)NC2CCCCCC2)cc1,-8%,-12%,-30%
N#C/C(=N\Nc1ccccc1)C(N)=S,-6%,-7%,-25%
O=C(COC(=O)c1ccccc1C(=O)c1ccccc1)NCCc1ccccc1,7%,2%,9%
CCC(=O)N1CCc2cc(S(=O)(=O)NCCC(=O)NC3CCCCCC3)ccc21,-1%,-5%,?
COc1ccc(S(=O)(=O)N2CCOCC2)cc1NC(=O)Cc1ccc2c(c1)OCCO2,-7%,·,-13%
Cc1ccc(N=C2C(=O)Nc3ccccc32)cc1,-11%,-1%,-5%
Cc1ccc(C(=O)Nc2cc([N+](=O)[O-])ccc2F)s1,2%,-3%,-3%
CN(C)c1ccc(-c2ccc3ccccc3n2)cc1,2%,·,-17%
O=C(c1ccccn1)N(Cc1cc2ccccc2[nH]c1=O)C1CCCCC1,3%,3%,-19%
Cc1ccc(NC(=O)Cn2cc(S(=O)(=O)NC(C)C)c(S(=O)(=O)NC(C)C)c2)cc1Cl,0%,·,?
Cc1cccc2c(N=Nc3ccc(S(=O)(=O)Nc4ccc(Cl)cc4)cc3[N+](=O)[O-])c(O)[nH]c12,-3%,-11%,3%
NNC(=O)c1n[nH]c(=O)c2ccccc12,3%,-1%,-16%
CCCCc1ccc(/C=C(\C#N)C(N)=S)s1,1%,-8%,?
O=C(Nc1ccc(OCC(F)(F)C(F)F)c(C(F)(F)F)c1)c1ccccc1,-22%,·,23µM*
O=C(Nc1ccccc1)C1CC2CCCC(C1)C2=O (stereo unspecified),-14%,10%,-2%
CC1Cc2nc(SCC(=O)NCCc3ccccc3)n(C)c(=O)c2S1 (stereo unspecified),1%,1%,-5%
COc1cc(N2Cc3ccccc3C2)ccc1C=O,-15%,2%,19%
O=C1C(NS(=O)(=O)c2cccs2)=C(N2CCN(c3cccc(Cl)c3)CC2)C(=O)c2ccccc21,9%,6%,21µM*
O=C(CS(=O)CC(=O)Nc1ccccc1-c1ccccc1)Nc1ccc(F)cc1 (stereo unspecified),-16%,-1%,-12%
CCN1C(=O)c2ccccc2Sc2ccc(NC(=O)Nc3ccccc3OC)cc21,-14%,·,?

# Random excerpt: 6 entries already listed, in no set order.
SMILES,FEN1 inhibitor,N370S GC mod,TDP1 cell CPT
O=C(Nc1cc(C(F)(F)F)ccc1N1CCOCC1)c1c(F)c(F)c(F)c(F)c1F,3%,-15%,?
COc1ccc(C(=O)Nc2ccc(NC(=O)c3ccccc3)cc2)cc1S(=O)(=O)N1CCOCC1,-3%,-3%,-1%
O=C(CCn1cccc1)Nc1cccc(F)c1,-4%,3%,-2%
COC(=O)c1cc(NC(C)=O)ccc1N1CCOCC1,4%,15%,2%
CC1Cc2nc(SCC(=O)NCCc3ccccc3)n(C)c(=O)c2S1 (stereo unspecified),1%,1%,-5%
CC(C)CC(=O)NC(=S)Nc1ccc(N2CCN(C(=O)c3cccs3)CC2)cc1,-1%,-3%,?

# Further records.
SMILES,FEN1 inhibitor,N370S GC mod,TDP1 cell CPT
CCOc1ccc(OCCOCCOc2ccccc2Cl)cc1,-4%,-10%,-15%
COc1ccc(C2=Nc3cc(C)ccc3OC2)cc1,-5%,10%,-27%
N=c1c(C(=O)NC2CCCCC2)cc2c(=O)n3ccccc3nc2n1CCc1ccccc1,-13%,2%,?
COc1ccc(Cn2c(CCC(=O)Nc3ccc(OC)c(Cl)c3)nc3cccnc32)cc1,3%,·,-22%
CCOC(=O)C1=CN(CC)S(=O)(=O)NC1c1ccc(C(F)(F)F)cc1 (stereo unspecified),10%,·,-19%
COc1cccc(-c2ccc3c(c2)S(=O)(=O)c2cccc(C(=O)O)c2C3=O)c1OC,-11%,·,3%
O=C(Nc1ccccc1)C1=C[C@H](c2ccccc2)C[C@H](OCc2ccc(CO)cc2)O1,?,?,?
Cn1c(COc2ccc(F)cc2)nnc1SCC(=O)NC1CC1,2%,3%,-5%
COc1ccc(C(=O)NCCNC(=O)c2cnccn2)cc1OC,-13%,-2%,10%
CCN(CC)C(=O)CSc1ncnc2c1cnn2Cc1ccccc1,-4%,-7%,-28%
CCc1ccc(/C([O-])=C(/C(=S)NCCN2CCOCC2)[n+]2ccccc2)cc1,14%,-9%,-21%
Cc1noc(C)c1CSCC(=O)N(C)CC(=O)Nc1ccc(Cl)c(Cl)c1,0%,-5%,?
CCC(C)c1ccc(NC(=O)C2CCN(c3ccc(C(F)(F)F)cn3)CC2)cc1 (stereo unspecified),-1%,0%,?
CC(C)(C)OC(=O)C[C@@H]1C/C=C\C[C@H](CC(=O)N[C@H](CO)Cc2ccccc2)C(=O)N[C@H](Cc2ccccc2)COC1=O,-10%,·,-47%
O=c1c(Br)c(N2CCCC2)cnn1-c1ccccc1,3%,12%,-3%
O=C(COC(=O)Cc1ccccc1F)Nc1ccc(SC(F)F)cc1,-1%,6%,8%
Cc1cc(=O)oc2c(C)c(OC(C)C(=O)NCC3CCC(C(=O)O)CC3)ccc12 (stereo unspecified),1%,-1%,6%
O=C(N/N=C/c1c[nH]c2ccc(Br)cc12)c1ccn(Cc2ccc(Cl)cc2)n1,0%,-8%,?
O=S(=O)(NCC1(N2CCOCC2)CCCCC1)c1ccc(F)cc1,1%,2%,-8%
CCCCNC(=O)COC(=O)c1cc(C)oc1C,16%,1%,-6%
COCn1c(COc2ccc3ccccc3c2)nc2ccccc21,-7%,8%,?
COc1cccc(OCC(=O)Nc2ccccc2C(=O)Nc2ccc(C(=O)O)cc2)c1,-1%,-10%,-2%
O=C(O)c1cccc(Cn2c(Cl)c(/C=N/NC(=O)c3cccc(O)c3)sc2=O)c1,-7%,3%,-5%
c1csc(-c2nc(-c3ccc(-c4ccon4)s3)no2)c1,-10%,6%,-21%

# A draw from above in order of count of non-hydrogen atoms, ascending:
SMILES,FEN1 inhibitor,N370S GC mod,TDP1 cell CPT
CCCCNC(=O)COC(=O)c1cc(C)oc1C,16%,1%,-6%
c1csc(-c2nc(-c3ccc(-c4ccon4)s3)no2)c1,-10%,6%,-21%
O=C(N/N=C/c1c[nH]c2ccc(Br)cc12)c1ccn(Cc2ccc(Cl)cc2)n1,0%,-8%,?
Cc1cc(=O)oc2c(C)c(OC(C)C(=O)NCC3CCC(C(=O)O)CC3)ccc12 (stereo unspecified),1%,-1%,6%

# Back to the main list with the 2 entries that preceded the break.
SMILES,FEN1 inhibitor,N370S GC mod,TDP1 cell CPT
O=C(O)c1cccc(Cn2c(Cl)c(/C=N/NC(=O)c3cccc(O)c3)sc2=O)c1,-7%,3%,-5%
c1csc(-c2nc(-c3ccc(-c4ccon4)s3)no2)c1,-10%,6%,-21%
Cc1cc(NC(=O)c2cccs2)cc(-c2nc3ncccc3o2)c1O,4%,-1%,-11%
O=C(CN(Cc1ccccc1F)C(=O)Cn1nnc(-c2cccs2)n1)NCC1CCCO1 (stereo unspecified),-7%,-15%,-13%
CCOC(=O)c1ccc(NC(=O)c2cccc3c(=O)c4c([nH]c23)CCCC4)cc1,-3%,·,?
COc1cccc(C(=O)Nc2cccc(SC)c2)c1,-2%,2%,5%
Cc1ccc(S(=O)(=O)NNC(=O)C2Cc3c(ccc4ccccc34)O2)cc1 (stereo unspecified),-14%,3%,?
O=S(=O)(c1ccc(SCCOc2ccccc2)nc1)N1CCCC1,7%,·,?
CC(C)C(c1nnnn1C1CCCCC1)N1CCN(c2ncccn2)CC1 (stereo unspecified),1%,-1%,?
COC(=O)c1ccc(NC(=O)CSc2nnc(-c3cccnc3)o2)cc1,1%,-16%,-10%
COc1cc(/C=C/C(=O)OCC(=O)N2c3ccccc3NC(=O)C2(C)C)cc(OC)c1OC,11%,·,18µM*
CCCCc1c(C)[nH]c(C(=O)OCC)c1C,-2%,9%,-36%
Cc1ccc(-c2nnn(CC(=O)Nc3ccccc3-c3ccccc3)n2)c(-n2cnnn2)c1,-12%,-2%,?
O=C(Nc1ccccn1)c1ccc2ccccc2n1,7%,-18%,-9%
C=CCNC(=O)c1cc2c(=O)n3cccc(C)c3nc2s1,0%,?,-13%
COc1ccc(OCCn2cc(C(=O)C3CCCCC3)c3ccccc32)cc1,-17%,·,?
O=C(Cn1cnc2c(cnn2-c2ccccc2)c1=O)NCCc1ccccc1,4%,1%,-19%
CS(=O)(=O)N(CC(=O)Nc1cc(Cl)ccc1Cl)c1ccccc1Cl,-17%,22%,-28%
CC(c1ccccc1)c1nnc(N)s1 (stereo unspecified),-3%,-10%,-3%
Cn1cnc(S(=O)(=O)N2CCCC(C(=O)NCc3ccc(Cl)cc3)C2)c1 (stereo unspecified),15%,·,1%
Cc1cc(C)cc(NC(=O)CCOc2ccccc2)c1,-3%,1%,-8%
COC(=O)CCC(=O)OC1(C)C(=O)C=C2C=C(C3CC3)N(c3ccccc3)C=C2C1=O (stereo unspecified),?,4%[12.8 µM],-11%
Cc1ccc(C(=O)N/C(=C/c2ccc(Cl)cc2)C(=O)NCC2CCCO2)cc1 (stereo unspecified),0%,6%,-14%
Cc1cc(=O)[nH]c(SCC(=O)N2CCN(c3ccccc3)CC2)n1,23%,·,-13%
CCOC(=O)c1c(C)[nH]c(C(=O)COC(=O)COc2ccccc2C)c1C,-14%,17%,3%
Cc1ccc(/C=C/C(=O)O)cc1S(=O)(=O)N1CCC(Cc2ccccc2)CC1,17%,7%,-2%
COc1ccc(CNc2ncnc3c2[nH]c2ccccc23)cc1,?,-2%,10µM*
O=C(Nc1cc(Cl)cc(Cl)c1)c1ccc(Cn2c(=O)[nH]c3ccsc3c2=O)cc1,15%,-9%,?
CC1CCCN(C(=O)COC(=O)c2cc([N+](=O)[O-])ccc2N2CCOCC2)C1 (stereo unspecified),1%,-1%,-21%
CCOc1ccc(N2C(=O)N(Cc3ccc(C)cc3C)c3ccccc3S2(=O)=O)cc1,14%,·,?
Cc1onc(-c2c(F)cccc2Cl)c1C(=O)Nc1ccccc1N1CCOCC1,7%,10%,?
O=C(NCCc1ccccc1)c1ccc2c(c1)OCCO2,2%,-4%,-8%
CC(=O)N(CCN(C(C)=O)c1ccccc1)c1ccccc1,7%,0%,-18%
